Source: PubChem
NPR1 activator: GC-A (human) enzyme activation | activation, % at 10 µM | 370,000 compounds, 0.14% hits | HEK293 GC-A cells, cGMP TR-FRET, EC30 ANP; 0% at EC30 ANP, 100% saturating ANP; in the data active means activation above about 40%
ADAM10 inh: inhibitors of human ADAM10; O14672; recombinant ADAM10, EDANS/DABCYL FRET peptide cleavage, 3 h; inhibition, % at 7 µM; AID 720582; 370,000 compounds, 0.62% hits;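 active means inhibition above a per-campaign cutoff equal to the mean of compounds falling between control-based bounds plus 3 SD, cut at about 20% in these data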;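 further: 0% = DMSO wells while the 100% control is not disclosed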
Target sequence (O14672 214-748 limits assumed): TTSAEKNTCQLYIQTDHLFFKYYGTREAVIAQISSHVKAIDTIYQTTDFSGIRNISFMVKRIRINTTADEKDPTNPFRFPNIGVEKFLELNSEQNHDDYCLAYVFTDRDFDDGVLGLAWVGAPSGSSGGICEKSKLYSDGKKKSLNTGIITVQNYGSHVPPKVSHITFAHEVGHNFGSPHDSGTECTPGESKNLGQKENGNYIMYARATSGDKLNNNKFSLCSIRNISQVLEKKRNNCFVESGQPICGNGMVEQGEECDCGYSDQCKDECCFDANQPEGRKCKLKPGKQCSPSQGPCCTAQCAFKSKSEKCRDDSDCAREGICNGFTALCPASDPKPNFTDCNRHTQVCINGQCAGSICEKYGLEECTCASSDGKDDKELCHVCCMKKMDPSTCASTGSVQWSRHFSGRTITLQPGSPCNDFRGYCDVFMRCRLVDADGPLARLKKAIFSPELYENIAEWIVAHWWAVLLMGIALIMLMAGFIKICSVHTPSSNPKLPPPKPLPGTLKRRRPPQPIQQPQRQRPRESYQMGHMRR
ADAM17 inh: inhibitors of human ADAM17; P78536; recombinant ADAM17, EDANS/DABCYL FRET peptide cleavage; inhibition, % at 6.95 µM; 370,000 compounds, 0.83% hits; AID 720648;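 active means inhibition above the mean of compounds lying between control limits plus 3 SD, set per campaign, cut at about 8.5% in these data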;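 further: 0% = DMSO-only wells as the low control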
SMARCA2 activ: increases SMARCA2 function in MMTV reporter cells; MG213 cells, MMTV-luciferase reporter, dexamethasone, overnight; activation, % at 9.1 µM; 370,000 compounds, 1% hits; in the data active means activation above about 7.8%;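 further: 0% = vehicle wells and 100% = reference activator wells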
PG9 Ab binder: binds the HIV-1 gp120 antibody PG9. 360,000 compounds, 0.43% hits. AID 624416. inhibition, % at 6.7 µM. TR-FRET gp120-PG9 antibody binding; in the data active means inhibition above about 8.5%
FXN GAA850 act: frataxin GAA850 promoter activation; HEK293 lucGAA850 FXN promoter luciferase reporter, 24 h; percent of 10 µM SAHA response; activation, % at 6 µM; 360,000 compounds, 0.56% hits; AID 540364;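 active means activation above the average of all compounds screened plus 3 SD, cutoff fixed separately per campaign, cut at about 7.5% in these data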;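 further: 0% = DMSO wells and 100% = 10 µM SAHA wells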
ssDAF12 agonist: activates DAF-12 receptor from parasite S. stercoralis. HEK293 ssDAF-12/GRIP1 lit1-tk-luc reporter, luminescence; % of 3 µM dafachronic acid response. activation, % at 6.8 µM. 370,000 compounds, 1% hits;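 active means activation above the mean over all tested compounds plus 3 SD, cut at about 0.9% in these data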;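 further: 0% = DMSO-only wells and 100% = 3 µM delta7-dafachronic acid wells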
DAX1 inh-1: inhibitors of human orphan nuclear receptor DAX1 (NR0B1). P51843. 340,000 compounds, 0.99% hits. HEK293 Gal4-DAX1 luciferase reporter, luminescence. inhibition, % at 6.75 µM. AID 504766;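 active means inhibition above the mean over all tested compounds plus 3 SD, cut at about 4.2% in these data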;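 further: 0% = DAX1-transfected cells with DMSO and 100% = empty-vector control cells with DMSO; inhibition shows as a rise in luminescence from relieved DAX1 repression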
Target sequence (P51843 207-470 limits assumed): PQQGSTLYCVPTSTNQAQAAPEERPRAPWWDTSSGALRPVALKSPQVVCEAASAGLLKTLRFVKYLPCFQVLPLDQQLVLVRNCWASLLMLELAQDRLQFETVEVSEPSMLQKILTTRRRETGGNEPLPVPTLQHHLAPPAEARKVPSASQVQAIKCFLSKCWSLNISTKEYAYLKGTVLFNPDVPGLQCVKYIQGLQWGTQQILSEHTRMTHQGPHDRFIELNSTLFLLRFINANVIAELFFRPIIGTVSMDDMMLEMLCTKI
hcDAF-12 act: activates DAF-12 receptor from parasite H. contortus | HEK293 hcDAF-12 lit1-tk-luc reporter, luminescence; 0% DMSO, 100% Δ7-dafachronic acid | activation, % at 6.8 µM | 370,000 compounds, 1.4% hits | AID 652067;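 active means activation above the mean of all tested compounds plus 3 SD, cut at about 5.5% in these data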;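 further: 100% = response to 3 µM Δ7-dafachronic acid high control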
DAX1 inh-2: blocks DAX1 repression of SF-1 activated StAR promoter; AID 652010; HEK293T StAR-luciferase reporter, SF-1/DAX-1 repression relief; 370,000 compounds, 1.1% hits; inhibition, % at 6.8 µM;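 active means inhibition above the mean over all tested compounds plus 3 SD, cut at about 3.6% in these data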;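 further: 0% = DAX-1 cells with DMSO and 100% = cells lacking DAX-1 with DMSO; higher inhibition means more luminescence from relief of DAX-1 repression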
hgDAF12 agonist: hgDAF-12 agonism, primary luciferase screen | AID 687014 | activation, % at 6.8 µM | HEK293 GAL4-hgDAF12 UAS-luciferase reporter, agonist luminescence; normalized to butyrate control | 370,000 compounds, 1.8% hits;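 active means activation above a cutoff set at the mean of all screened compounds plus 3 SD, cut at about 10% in these data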;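 further: 0% = DMSO wells and 100% = sodium butyrate wells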
* marks the source's active call; other numbers are inactive results; i = inactive; . = no result given.

| SMILES | NPR1 activator | ADAM10 inh | ADAM17 inh | SMARCA2 activ | PG9 Ab binder | FXN GAA850 act | ssDAF12 agonist | DAX1 inh-1 | hcDAF-12 act | DAX1 inh-2 | hgDAF12 agonist |
| --- | --- | --- | --- | --- | --- | --- | --- | --- | --- | --- | --- |
| O=C(Cc1ccc(Br)cc1)NCCc1ccccc1 | 6 | 6 | -2 | -4 | 1.7 | 1.1 | -1.5 | 3.8 | -0.7 | -0.4 | -0.2 |
| Cc1ccc(S(=O)(=O)N2CC=C(c3ccc(F)cc3)CC2)cc1 | -2 | 9 | 4 | -1 | 2.2 | 0.9 | -0.7 | 1.4 | 4.6 | -0.4 | 0.7 |
| CCCCN(C(=O)c1cc(S(=O)(=O)N2CCCCC2)ccc1Cl)c1c(N)n(CC(C)C)c(=O)[nH]c1=O | 2 | -5 | -2 | 1 | 0.4 | -0.2 | -0.8 | 0.5 | 0.9 | 0.8 | -1.7 |
| CSc1nnc(-c2ccccc2Cl)n1N | -2 | 2 | -1 | -1 | 0.1 | 1.1 | -0.8 | 1.0 | -0.7 | 0.2 | -0.8 |
| Cc1ccc(/C=C/C(=O)NCc2ccccn2)o1 | 2 | -21 | -2 | -1 | -1.1 | 1.9 | -1.4 | 0.1 | -0.1 | -0.6 | -2.7 |
| COc1cc2[nH]c(=S)nc(NCC3CCCO3)c2cc1OC (stereo not drawn) | 5 | -15 | -8 | -9 | 1.2 | -0.3 | -0.8 | 1.1 | 0.5 | -0.5 | -2.4 |
| CCOC(=O)c1sc(NC(=O)CSc2n[nH]c(-c3ccc(Cl)cc3Cl)n2)c(C#N)c1C | -3 | -4 | -2 | -1 | -0.8 | -0.9 | -0.5 | 0.5 | 0.9 | -0.8 | -2.0 |
| O=C(CC1Nc2ccccc2NC1=O)NCc1cccnc1 (stereo not drawn) | -1 | -176 | -45 | 1 | 1.0 | 0.5 | -1.1 | 0.9 | 0.9 | 0.5 | 2.4 |
| Cn1c(CNC(=O)c2ccco2)nnc1SCCOc1ccccc1 | -6 | -3 | -1 | 0 | 0.9 | -0.3 | -0.7 | -1.2 | -0.3 | -0.2 | -0.5 |
| COC(=O)C1=C(CCc2ccccc2)NC(=O)NC1c1ccc(C#N)cc1 (stereo not drawn) | -5 | 3 | 2 | 3 | 2.1 | -0.4 | -1.5 | 0.9 | -0.8 | 0.2 | -1.9 |
| Cc1ccc(SCC(=O)NN2C(=O)c3ccccc3C2=O)cc1 | -1 | -1 | 1 | 2 | 1.0 | -1.9 | -1.2 | -2.3 | -0.9 | -0.2 | 1.4 |
| CN(/C=C/C(=O)C(F)(F)C(F)(F)F)Cc1ccccc1 | 0 | 0 | -3 | 0 | 0.4 | -2.3 | -1.4 | -0.5 | -0.6 | -0.1 | 0.7 |
| Cc1nn(C)cc1CN(C)Cc1ccc(OCC(O)CN2CCCCC2)cc1 (stereo not drawn) | -1 | -3 | -4 | 1 | -0.9 | 0.0 | -0.6 | 1.6 | 1.4 | 0.8 | -3.0 |
| O=C1C(c2ccccc2)CN1Cc1ccccc1 (stereo not drawn) | -1 | -8 | 1 | -2 | -0.6 | . | -1.8 | . | 0.7 | 0.1 | 3.0 |
| Cc1ccc(Cn2cccc(-c3nc4ccccc4s3)c2=O)cc1 | 11 | i | -237 | 3 | 2.3 | 2.0 | -0.4 | 3.1 | 2.0 | 1.1 | 7.8 |
| COC(=O)c1cc2c(c3c4cc(OC)ccc4n(S(=O)(=O)c4ccc(OC)cc4)c13)C(=O)N(Cc1ccccc1)C2 | -2 | -23 | -7 | -1 | -0.8 | . | -1.2 | . | -0.2 | -0.2 | 1.2 |
| Cc1noc(C)c1C(=O)Nc1ccccc1N1CCOCC1 | -5 | -12 | -13 | -1 | 2.6 | -0.6 | -1.2 | -0.5 | -0.4 | -0.4 | -1.8 |
| CCOC(=O)c1cc2occc2n1Cc1c(F)cccc1Cl | 2 | -2 | -4 | -2 | 1.4 | -0.1 | -0.5 | -0.2 | -1.1 | -1.2 | -4.6 |
| O=C(CSc1ccc2c(c1)OCCO2)Nc1ccc(Br)cn1 | 2 | -6 | 3 | -2 | -2.7 | -0.2 | -0.7 | 1.4 | -1.2 | -0.6 | 2.1 |
| CN(C)C(=O)c1c2c(nc3ccccc13)CCCC2 | 4 | -1 | -3 | -1 | 1.4 | 1.0 | -0.6 | 0.6 | 0.7 | 1.4 | -1.5 |
| O=C(O)CSc1nnc(COc2cccc3cccnc23)n1-c1ccc(Cl)cc1 | -2 | -11 | -2 | 0 | -0.2 | 0.0 | -1.2 | 1.2 | -1.4 | 0.5 | 1.9 |
| COc1cc(OC)cc(OC2(C)CCN(Cc3ccc(OC(C)C)cc3)C2)c1 (stereo not drawn) | 2 | -1 | 1 | -1 | 2.3 | -0.3 | -1.3 | . | -2.8 | 0.2 | -1.3 |
| COc1ccc(NC(=O)N(C)C[C@H]2Oc3c(NS(=O)(=O)c4cccs4)cccc3C(=O)N([C@H](C)CO)C[C@@H]2C)cc1 | 0 | -2 | -1 | 2 | 1.1 | -0.5 | -0.6 | 0.5 | -0.7 | 0.0 | -0.8 |
| COc1ccccc1-n1c(SCC(=O)N2CCOCC2)nc(O)c(Cc2ccccc2)c1=O | 0 | 0 | -3 | -1 | -0.9 | -2.4 | -1.2 | 0.2 | -2.6 | 0.3 | -1.5 |
| CCC(NC(=O)C1C2C=CC3(CN(Cc4ccccc4)C(=O)C13)O2)c1ccccc1 (stereo not drawn) | 2 | -4 | -3 | -2 | . | . | -1.5 | . | -1.9 | -0.1 | -3.9 |
| CCOc1cc(C(=O)OC(C(=O)NC(=O)NC)c2ccccc2)ccc1OCC(=O)N1CCOCC1 (stereo not drawn) | 12 | 7 | 2 | 6 | -2.4 | 0.5 | -1.5 | 0.3 | 0.1 | -0.8 | -0.7 |
| CCN1C(=O)N(c2cccc3ccccc23)C(C)=CC1(C)C | -2 | -2 | -3 | -3 | 1.4 | -2.4 | -1.6 | 0.2 | -1.1 | -0.9 | 1.5 |
| COc1ccc(-c2[nH]ncc2CN(Cc2nccn2C)C(C)C)c(F)c1 | -3 | -4 | 2 | -2 | -0.9 | 1.7 | -0.8 | 0.8 | -1.5 | 0.0 | 1.7 |
| COc1ccc(C(=O)NCc2nnc(SC)n2Cc2ccccc2)cc1 | 1 | -5 | -3 | -2 | 0.8 | -1.7 | -1.7 | -0.3 | 0.5 | -0.5 | 2.4 |
| O=C(NCCCN1CCN(c2cccc(Cl)c2)CC1)C1CCC(=O)N1Cc1ccccc1Cl (stereo not drawn) | -2 | 1 | -4 | 0 | 1.0 | -3.1 | -1.5 | -0.2 | -0.8 | -0.8 | -1.8 |
| Nc1c([N+](=O)[O-])cc(-c2cnc[nH]2)cc1[N+](=O)[O-] | -7 | -3 | 3 | 1 | -11 | 1.8 | -0.8 | 2.2 | -0.8 | -0.1 | 1.1 |
| CC1(C(=O)NS(=O)(=O)Cc2cccc(Cl)c2)CCN1C(=O)Cc1ccc(Cl)cc1Cl (stereo not drawn) | -4 | -7 | -1 | -4 | 1.4 | -1.6 | -0.9 | . | -0.2 | 0.0 | -3.3 |
| CC1(C)C(=O)Nc2ccccc2N1C(=O)COC(=O)c1cccs1 | 1 | -7 | -2 | -2 | -0.3 | 1.6 | -0.9 | 0.0 | -2.1 | -0.8 | -1.1 |
| COc1ccc(/C=C/C(=O)Nc2ccccc2)cc1S(=O)(=O)N1CCOCC1 | 0 | 11 | 6 | -3 | 0.8 | -2.2 | -2.8 | -2.5 | -3.8 | -1.3 | -3.4 |
| COC(=O)[C@@]12C[C@@H](CC(=O)N3CCN(C(=O)C4CC4)CC3)C(=O)N(Cc3ccccc3)C1=CCC(C)(C)C2 | 1 | -3 | -1 | -4 | -0.2 | . | -1.5 | . | -0.6 | 1.1 | -1.6 |
| N#CCSc1nnc(-c2ccc3c(c2)OCO3)o1 | -2 | -7 | 0 | 2 | -0.8 | 1.9 | -1.1 | -0.2 | -1.8 | 1.4 | 0.2 |
| O=C(CN1CCN(S(=O)(=O)c2ccccc2)CC1)NCc1ccccc1 | 0 | 1 | -3 | 1 | -1.8 | 0.2 | -1.2 | 0.8 | -1.9 | -0.3 | 3.0 |
| CCOc1ccc(Nc2nc(N)nc(CN(C)C3CCCCC3)n2)cc1 | -2 | 1 | -1 | 5 | -0.7 | 0.3 | -0.7 | 0.3 | -0.9 | 1.2 | -1.0 |
| COc1ccc(/C=N/NC(=O)c2ccn[nH]2)cc1COc1ccc(Cl)cc1 | -8 | 20* | 7 | -1 | -0.4 | 3.3 | -1.1 | 1.3 | 0.5 | 0.2 | 3.5 |
| Cc1onc(-c2ccccc2)c1C(=O)Nc1nc(-c2ccc(F)c(F)c2)cs1 | -1 | -2 | 0 | 0 | -2.1 | 0.6 | -1.3 | -0.2 | -1.2 | 0.0 | -1.5 |
| CNC(=O)NC(=O)C(C)OC(=O)CCCSc1nc2ccccc2s1 (stereo not drawn) | -4 | -2 | 2 | -9 | -1.3 | -4.4 | -1.7 | -0.8 | -1.3 | -0.7 | -9.5 |
| Nc1ccn([C@@H]2O[C@H](C(=O)N(CCC3=CCCCC3)CC3CC3)[C@@H](O)[C@H]2O)c(=O)n1 | 2 | -3 | -3 | -1 | 0.0 | . | -0.8 | . | 0.1 | 0.8 | -2.8 |
| CCOC(=O)C1CCN(C(=O)CCc2nnc3ccc(NCCCN4CCCC4=O)nn23)CC1 | 5 | -12 | -4 | -2 | 0.3 | 0.5 | -1.2 | -0.4 | 1.2 | -0.2 | 0.4 |
| CCOC(=O)/C(C#N)=C/c1cn(CCC(=O)O)nc1-c1ccc(F)cc1 | -2 | 0 | 0 | 0 | -0.2 | -1.3 | -1.1 | -0.7 | -1.1 | -0.2 | 2.9 |
| Cc1ccc(NC(=S)N(Cc2ccc(Cl)cc2)Cc2ccc(C(=O)O)cc2)cc1Cl | -2 | 17 | 7 | -6 | -1.1 | 1.1 | -1.4 | -0.6 | -0.5 | 0.6 | -1.2 |
| CCOC(=O)/C(C#N)=C/c1c(OCC)n(CC)c2ccccc12 | -2 | 3 | 2 | -3 | -0.7 | 1.4 | -1.9 | -0.8 | -5.3 | -1.3 | 0.3 |
| COc1cc(/C=N/NC(=O)C[n+]2ccccc2)cc(OC)c1OC(C)=O | 0 | 1 | 1 | -5 | 0.1 | 0.6 | -0.9 | 1.0 | 0.1 | -0.2 | -0.3 |
| CSc1nc2ccccc2n1CC(=O)Nc1c(C)n(C)n(-c2ccccc2)c1=O | 1 | 5 | -4 | -1 | -1.4 | 1.2 | -1.4 | -0.6 | -1.5 | -0.5 | -1.9 |
| COc1ccc2nc(Nc3nc(CSc4nc5ccccc5[nH]4)cc(=O)[nH]3)nc(C)c2c1 | 17 | -1 | 2 | -3 | -3.4 | 0.6 | -1.6 | -1.7 | -1.2 | -0.8 | -0.3 |
| CCC(OC(=O)c1ccco1)C(=O)NC1CCCC1 (stereo not drawn) | -1 | 1 | 5 | -3 | -3.3 | 1.2 | -0.9 | -0.5 | 0.0 | 0.1 | -2.0 |
